Compound activity (PubChem)
Apoferritin bind – binds horse apoferritin like a general anesthetic; AID 485281; P02791; 350,000 tested, 0.074% active; apoferritin/1-aminoanthracene competitive binding, fluorescence; Potency, µM (highest dose often 77.5 µM), inactives show at the top dose activity change, negative = displacement, hits mostly inhibitors; further: potency means the concentration at half of the fitted maximal effect; on the % scale 0 is the no-effect control and ±100 the full control effect; nearly all actives have a fitted effect of over 20% in size
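Horse-spleen apoferritin (10 uM) in 50% saturated 1-aminoanthracene in PBS was incubated 10 min at room temperature with compound. Fluorescence (ex 380, em 535 nm) was normalized to free and bound 1-AMA, with concentration-response fitted by a four-parameter Hill equation.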
POLK inh – DNA polymerase kappa (human) inhibition; AID 588579; Q9UBT6; purified Pol kappa, fluorescent DNA synthesis assay, 10 min; Potency, µM (series often up to 107 µM), for the others: at the top dose activity, negative = inhibition, most hits filed as inhibitors; 400,000 tested, 0.53% active; further: potency means the concentration at half of the fitted maximal effect; on the % scale 0 is the no-effect control and ±100 the full control effect
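Inhibition of 10 nM Pol kappa is measured by a fluorescent read-out at 0 and 10 min following addition of 50 nM substrate (final), with a 15-min room-temperature compound preincubation.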
APE1 inh – inhibitors of human APE1 endonuclease; Potency, µM (top dose mostly 65.8 µM), inactives show at the top dose activity change, negative = inhibition, most hits filed as inhibitors; AID 2517; recombinant APE1, TAMRA/BHQ-2 abasic DNA cleavage fluorescence; 350,000 tested, 0.35% active; P27695;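 further: potency means the concentration at half of the fitted maximal effect; plate controls were vehicle for no effect and reference inhibitor for full effect; nearly all actives have a fitted effect of over 55% in size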
Target sequence (P27695 whole entry, looked up): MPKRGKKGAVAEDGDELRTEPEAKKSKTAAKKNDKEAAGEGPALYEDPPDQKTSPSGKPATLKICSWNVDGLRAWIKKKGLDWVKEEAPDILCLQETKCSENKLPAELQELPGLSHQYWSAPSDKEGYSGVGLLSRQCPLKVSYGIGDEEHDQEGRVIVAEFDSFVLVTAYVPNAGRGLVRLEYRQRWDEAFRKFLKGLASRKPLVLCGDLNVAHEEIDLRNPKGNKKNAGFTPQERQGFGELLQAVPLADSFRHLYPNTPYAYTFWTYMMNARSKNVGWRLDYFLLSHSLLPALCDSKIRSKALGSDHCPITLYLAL
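Step 1: APE1 (0.75 nM) with compound, 15 min RT. Step 2: add 50 nM fluorophore/quencher THF duplex. Step 3: three fluorescence reads 60 s apart (525/598 nm); read 3 minus read 1 = reaction progress.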
Pol iota inh – blocks human DNA polymerase iota activity; Q9UNA4; Pol iota fluorescent replication assay, 10 min; Potency, µM (series often up to 115 µM), without a hit: at the highest dose activity, negative = inhibition, hits mostly inhibitors; 390,000 tested, 1% active; further: potency means the concentration at half of the fitted maximal effect
Target sequence (Q9UNA4 whole entry, looked up): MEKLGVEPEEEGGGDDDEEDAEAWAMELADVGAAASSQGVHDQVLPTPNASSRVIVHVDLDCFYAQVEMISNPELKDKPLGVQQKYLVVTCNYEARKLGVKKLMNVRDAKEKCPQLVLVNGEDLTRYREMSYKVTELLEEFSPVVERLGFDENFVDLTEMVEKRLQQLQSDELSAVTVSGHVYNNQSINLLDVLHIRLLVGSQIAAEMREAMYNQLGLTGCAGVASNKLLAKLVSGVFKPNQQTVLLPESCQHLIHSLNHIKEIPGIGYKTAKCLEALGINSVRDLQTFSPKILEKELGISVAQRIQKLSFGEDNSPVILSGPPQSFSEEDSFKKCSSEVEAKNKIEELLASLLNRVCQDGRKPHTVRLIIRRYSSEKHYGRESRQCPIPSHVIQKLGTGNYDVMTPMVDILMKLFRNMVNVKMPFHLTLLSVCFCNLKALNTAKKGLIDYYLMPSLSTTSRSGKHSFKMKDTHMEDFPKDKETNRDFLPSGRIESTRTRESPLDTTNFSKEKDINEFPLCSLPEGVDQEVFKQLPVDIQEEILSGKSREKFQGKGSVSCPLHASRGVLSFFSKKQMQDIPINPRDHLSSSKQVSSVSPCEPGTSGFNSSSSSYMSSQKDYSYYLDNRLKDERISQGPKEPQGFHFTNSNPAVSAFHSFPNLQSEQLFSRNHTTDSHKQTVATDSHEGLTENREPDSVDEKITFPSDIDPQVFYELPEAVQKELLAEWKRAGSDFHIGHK
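Fluorescent replication assay read twice, at 0 min and 10 min after adding 50 nM (final) substrate. Enzyme (10 nM) and compounds were first incubated 15 min at room temperature; enzyme-free buffer wells were negative controls.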
ERG Ets-DNA blk – blocks human ERG Ets domain binding to DNA; fluorescence polarization, His-ERG Ets domain / labelled DNA; AID 624246; P11308; 370,000 tested, 0.028% active; Potency, µM (top dose mostly 76.9 µM), for inactives: top-dose FP activity, negative = inhibition, hits mostly inhibitors; active means well fitted inhibition curve with a large enough effect in the polarisation, with a control signal flat; inconclusive means small, poorly fitted or top-dose-only effect, or effect the other way, or a change in a side signal; inactive means no such curve, though single readings can be large or run the other way; the % refers to the polarisation;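 further: polarization taken with two DNA probes labelled with fluorescein and Texas red; potency means the concentration at half of the fitted maximal effect; % of control where 0% means no effect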
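His-tagged ERG Ets domain (1 uM in the protein solution; 300mM KCl, 50mM Tris-HCl, 1mM EDTA, 1mM DTT, pH 7.5) received compound, then a probe mix of 5 nM fluorescein-DNA and 100nM Texas-615-DNA. Fluorescence polarization was read for both dyes.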
ALOX12 inh – ALOX12 (human) lipoxygenase inhibition | P18054 | purified 12hLO, xylenol orange hydroperoxide absorbance | Potency, µM (series often up to 108 µM), for inactives: at the top dose activity change, negative = inhibition, most hits filed as inhibitors | 580,000 tested, 1.1% active; further: potency means the concentration at half of the fitted maximal effect; on the % scale 0 is the no-effect control and ±100 the full control effect
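Purified human 12hLO (150 nM final) in 25 mM Hepes, 0.01% Triton X-100, pH 7.0 was preincubated 15 min at room temperature with compound. Then 40 uM arachidonic acid was added, 30 min. Hydroperoxide was read by Fe-XO absorbance ratio 573/405 nm.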
TRHR agonist – agonists of human TRH receptor; 360,000 tested, 0.18% active; TRHR cells, calcium flux fluo-8, FDSS agonist mode; activation, % at 2 µM; AID 493084; P34981; in the data active means activation above about 30%; further: 0% is about no effect
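Steps: seed TRHR cells overnight; add fluo-8 no-wash Ca dye, RT 30 min–1.5 h; record 10 s baseline; pin-transfer compounds; monitor fluorescence 1 cycle/s for the agonist window. Calcium increases flag candidate agonists.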
POLB inh – blocks human DNA polymerase beta activity | P06746 | Pol beta primer extension/strand displacement, fluorescence kinetic | Potency, µM (doses to about 114 µM), without a hit: at the highest dose activity change, negative = inhibition, most hits filed as inhibitors | 340,000 tested, 1.3% active; further: potency means the concentration at half of the fitted maximal effect; on the % scale 0 is the no-effect control and ±100 the full control effect
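Pol beta (10 nM) and compounds were preincubated 15 min at room temperature, then 50 nM substrate (final) started primer extension/strand displacement. Reads were taken at 0 and 10 min; concentration-response data were fitted to a four-parameter Hill equation.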
BLM inh – inhibitors of human Bloom syndrome helicase BLM; recombinant BLM DNA unwinding, fluorescence dequenching; AID 2528; 350,000 tested, 0.2% active; Potency, µM (top dose mostly 56.1 µM), without a hit: at the top dose activity change, negative = inhibition, usual class: inhibitors;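 further: potency means the concentration at half of the fitted maximal effect; plate controls were vehicle for no effect and no enzyme for full effect; nearly all actives have a fitted effect of over 35% in size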
* = called active by the depositor; i = inactive; ? = inconclusive; / = not tested or not shown; [ ] = dose if it differs, or a comment. Unless noted, the call rests on the fitted dose curve; in most records, active means well fitted curve in the direction sought with a large enough effect; inconclusive means small, poorly fitted or top-dose-only effect, or another doubt; inactive means no such curve, though single readings can be large; an effect the other way counts as inactive or inconclusive. Not all compounds are listed, so the mix of outcomes need not match the whole.

SMILES	Apoferritin bind	POLK inh	APE1 inh	Pol iota inh	ERG Ets-DNA blk	ALOX12 inh	TRHR agonist	POLB inh	BLM inh
C/C(=N\NC(=O)c1nnn(-c2nonc2N)c1C(C)C)c1ccncc1	-13%	-23%	31%	60%[activator]	11%	25%	0.1	10%	3%
O=c1c(-c2cccs2)nc2cnc(N3CCOCC3)nc2n1Cc1ccc(F)cc1	/	2%[60.1 µM]	10%	/	/	62%[activator]	/	/	2%
O=[N+]([O-])c1cc(Cl)ccc1N1CCCC1	-24%	1%	0%	43%[activator]	3%	-9%	-1.5	8%	-6%
CS(=O)(=O)c1ccccc1C(=O)NC1CCCc2ccccc21 (stereo not given)	-3%	-1%	-1%	25%	7%	?	-0.2	30%	-1%
COc1ccc(N2C(=O)CC(N3CCN(C(=O)c4ccco4)CC3)C2=O)cc1 (stereo not given)	-5%	-6%	-1%	-8%	0%	0%	-0.1	2%	-2%
CCOC(=O)c1ccc(NC(=O)CCc2c(C)nc3nc[nH]n3c2=O)cc1	6%	-9%	/	-8%	-3%	-15%	0.1	22%	0%
CC(C)(C)C1CCc2c(C(=O)NNC(=O)CCC(=O)O)csc2C1 (stereo not given)	-15%	-4%	-4%	-1%	-9%	13%	-0.1	15%	3%
Cc1ccc(NC(=O)C2CC=CCC2C(=O)N2CCCCC2)cc1 (stereo not given)	-2%	3%	-8%	35%[activator]	4%	-13%	-1.1	-28%	1%
CC(C)(C)NS(=O)(=O)c1ccc(NC(=O)NC2CCCCC2)cc1	-21%	-13%	-7%	?	-3%	4%	0.6	15%	-3%
CNc1oc(-c2cccs2)nc1S(=O)(=O)c1ccccc1	-9%	4%	5%	136%[activator]	7%	0%	-0.7	15%	-7%
Cc1ccc(CSc2nc3ccccc3cc2C=O)cc1	-17%	-19%	1%	7%	0%	0%	2.9	12%	-6%
Cc1ccc(CNC(=O)C2C3C=CC4(CN(Cc5cccnc5)C(=O)C24)O3)cc1 (stereo not given)	-5%	-6%	-2%	-2%	-10%	0%[57.4 µM]	0.1	14%	0%
CC(=O)Nc1ccc(NC(=O)C/C(C)=N/NC(=O)C(=O)Nc2ccc(C)c(Cl)c2)cc1	-14%	-2%	-2%	37%[activator]	-3%	0%	0.1	-1%	-1%
Cc1cc(NC(=O)/C=C/c2ccco2)ccc1NC(=O)c1ccccc1	-23%	5%	-2%	4%	-6%	-6%	-0.9	-2%	-5%
COc1ccc(/C=N/NC(=O)c2ccc3c(c2)OCO3)c(C(=O)O)c1OC	3%	-12%	-4%	-22%	1%	0%	0.0	20%	2%
O=C(CCSCc1ccc(Cl)cc1)NCCC1=CCCCC1	-1%	-10%	4%	8%	5%	-7%	0.0	6%	4%
Cc1nc2ccccc2c(=O)n1NC(=O)C1CCC(C(C)(C)C)CC1 (stereo not given)	-6%	-7%	-3%	22%	-7%	-8%	-0.5	0%	-3%
CC1=NN(C(=O)c2ccc(Br)cc2)C(O)(c2ccccc2)C1 (stereo not given)	-20%	-8%	-2%	26%	-5%	-27%	0.2	1%	-9%
CCc1cccc(C)c1NC(=O)C1CCN(S(=O)(=O)Cc2ccccc2)CC1	-9%	4%	/	21%	8%	-14%	-0.1	3%	0%
O=C1C(Nc2ccccc2)=C/C(=N/S(=O)(=O)c2cccs2)c2ccccc21	-4%	-21%	?	?	-6%	/	-0.3	-15%	-27%
COc1ccc2c(c1)-c1nc(NC(=O)c3ccc(OC)c(Br)c3)sc1CC2	75%[activator]	2%	/	-3%	-4%	?	0.8	6%	-4%
CCn1c(=O)c2cc(C(=O)NCCCN(C)Cc3ccccc3)sc2c2ccccc21	-19%	-23%	/	-1%	-1%	?	-0.7	12%	57%[activator]
COc1ccc(C(=O)CSc2nnc(-c3ccc(S(=O)(=O)N4CCOCC4)cc3)o2)cc1	-17%	-4%	-1%	22%	-12%	0%	1.3	84%	0%
O=C(C[C@H]1C[C@H](C(=O)N2CCOCC2)[C@@]2(CCC3CCCC3)c3[nH]c4ccc(Cl)cc4c3CCN2C1=O)NCc1ccco1	/	-2%	-15%	-19%	5%	?	/	/	/
CCc1c(C)sc2c1CCN(C(=O)Nc1cc(C)cc(C)c1)C2c1ccccc1 (stereo not given)	2%	-5%[60.1 µM]	/	21%	-4%	-20%	0.7	?	-8%

The listing continues:
SMILES	Apoferritin bind	POLK inh	APE1 inh	Pol iota inh	ERG Ets-DNA blk	ALOX12 inh	TRHR agonist	POLB inh	BLM inh
CCC(C)(C)C1CCC(=NNC(=O)c2ccc(Br)o2)CC1 (stereo not given)	-9%	-11%	3%	38%	-5%	16%	0.1	2%	6%
CCCCOC(=O)Nc1ccc(C)c(Cl)c1	?	-19%	-2%	12%	-2%	174%[activator]	0.2	2%	-5%
O=C(c1cc(F)ccc1F)C1CCCN(C(=O)CSc2ccccn2)C1 (stereo not given)	?	-5%	-1%	23%	8%	-4%	-3.6	2%	-2%
N#CC1(c2ccccc2)CCC(=NNS(=O)(=O)c2ccccc2)CC1 (stereo not given)	/	-21%	21%	19%	3%	?	-0.1	/	/
COc1ccc2cc1Oc1ccc(cc1)C[C@H]1c3c(cc(OC)c4c3Oc3c(ccc5c3[C@H](C2)N(C)CC5)O4)CCN1C	/	-12%	-24%	35%[activator]	7%	/	/	/	/
Cc1ccc(NC(=O)CC2SC(=O)N(c3ccccc3)C2=O)cc1 (stereo not given)	4%	-2%	0%	49%[activator]	7%	?	1.1	31%	2%
CN(C)Cc1ccccc1-c1cc(-n2ccnc2)ncn1	3%	-2%[60.1 µM]	0%	/	/	?	/	/	-4%
Cc1ccc(C(=O)N2CCCc3ccccc32)c(F)c1F	?	-19%	-6%	7%	-2%	-1%	-0.7	2%	3%
COc1ccccc1C(=O)Nc1ccc(-c2nnc(SCC(=O)O)n2C)cc1	-16%	-2%	-5%	i	4%	?	0.4	-18%	-4%
CNC(=S)NNC(=O)Cc1ccc(OC)c(OC)c1	-6%	-14%	-5%	-3%	7%	-8%	0.2	2%	-2%
Cc1ccc(NC(=O)COC(=O)C2CCC(=O)N2)c(S(=O)(=O)N2CCOCC2)c1 (stereo not given)	2%	-4%	15%	2%	8%	13%	0.1	24%	-2%
COC(=O)[C@@H]1C(c2ccccc2)(c2ccccc2)[C@@]1(C)C(=O)OC	-4%	1%	4%	29%	-4%	-11%	-0.1	6%	1%
Cc1csc2nc3cc(C(N)=O)ccc3c(=O)n12	266%[activator]	12%	-3%	18%	2%	-5%	-0.6	1%	6%
Cc1cn2nc(N)c3ccccc3c2n1	-5%	-4%	-11%	22%	5%	1%	-0.6	12%	0%
Cc1cc(C(=O)N/N=C/c2cc([N+](=O)[O-])cc(C)c2O)n[nH]1	-6%	3%	5%	2%	3%	-13%	-0.5	3%	0%
CCC(CC)C(=O)Nc1c(C)n(C)n(-c2ccccc2)c1=O	-5%	-12%	2%	11%	-7%	-4%	0.4	11%	-1%
O=C(O)CCc1nc(-c2cccs2)no1	-10%	-20%	-5%	11%	-7%	i	1.1	12%	-2%
O=c1c2ccccc2nc(COc2ccccc2)n1/N=C/c1ccco1	?	-10%	-1%	4%	3%	-10%	0.2	-1%	-1%
O=C(Nc1ccc(F)cc1F)C1CCN(S(=O)(=O)c2cccnc2)CC1	-2%	-7%	-12%	-5%	0%	-26%	1.7	46%[activator]	0%
O=C(O)CN1C2=NCCCN2c2ccccc21	1%	-10%	2%	49%[activator]	-17%	?	-0.1	-4%	-7%
O=C(COC(=O)[C@@H]1CC(O)CN1S(=O)(=O)c1ccc([N+](=O)[O-])cc1)NC12CC3CC(CC(C3)C1)C2 (stereo not given in full)	-24%	2%	2%	3%	-2%	-13%	0.2	1%[57.1 µM]	-9%
Cc1occc1C(=O)/C(C#N)=C/c1ccc(O)c(Br)c1	4%	-5%	32%	41%[activator]	60%[activator]	-19%	18	-14%	-6%
C[C@]12C=CC(=O)C=C1CC[C@@H]1[C@@H]2[C@@H](O)C[C@@]2(C)[C@H]1CC[C@]2(O)C(=O)COC(=O)CCC(=O)O	-3%	12%[60.1 µM]	2%	12%	0%	6%	0.0	7%	-2%
O=C(NC1CCCCC1)C1COc2ccccc2O1 (stereo not given)	/	-12%	7%	24%	-9%	-22%	-0.2	/	/
CCOCC(=O)Nc1cc(C(=O)OC)ccc1C(=O)OC	10%	-1%	-2%	-10%	-5%	-5%	-0.7	2%	3%
Cc1cccc2nc(CSc3ncccc3C(=O)O)cn12	0%	-6%	7%	2%	17%	-22%	1.6	20%	-1%
CCOc1ccc(Nc2cc(C)nc3c(C)cccc23)cc1	-12%	-14%	11%	90%[activator]	-2%	?	-0.2	-1%	0%
Cc1ccc(-c2cc(NC(=O)c3cccc(C)c3)on2)cc1	-6%	-16%	/	?	-9%	-23%	10	-2%	-5%
O=C(CN1CCN(c2ccccn2)CC1)NC(=O)NC1CCCCC1	-23%	-7%	-2%	13%	-15%	0%	0.0	5%	0%
CCOc1ccc(NC(=O)N(c2ccccc2)c2ccccc2)cc1	-6%	-7%	7%	63%[activator]	7%	16%	-0.3	-3%	-3%

Reformatted with two lines to a compound: 3 of the compounds above.
Values run as follows: Apoferritin bind	POLK inh	APE1 inh	Pol iota inh	ERG Ets-DNA blk	ALOX12 inh	TRHR agonist	POLB inh	BLM inh
> C[C@]12C=CC(=O)C=C1CC[C@@H]1[C@@H]2[C@@H](O)C[C@@]2(C)[C@H]1CC[C@]2(O)C(=O)COC(=O)CCC(=O)O
 : -3%	12%[60.1 µM]	2%	12%	0%	6%	0.0	7%	-2%
> O=C(NC1CCCCC1)C1COc2ccccc2O1 (stereo not given)
 : /	-12%	7%	24%	-9%	-22%	-0.2	/	/
> CCOCC(=O)Nc1cc(C(=O)OC)ccc1C(=O)OC
 : 10%	-1%	-2%	-10%	-5%	-5%	-0.7	2%	3%
